EBNA-1 inh: EBNA-1 DNA-binding inhibitors, primary screen, biochemical, fluorescence polarization. 300,000 compounds, 0.34% hits. inhibition, % at 14.8 µM; in the data active = inhibition above about 28%
Efflux pump mplx: inhibitors of Candida efflux pumps in yeast, primary screen, S. cerevisiae, Nile Red, multiplex | S. cerevisiae Candida pump triplex | inhibition, % at 10 µM | 330,000 compounds, 0.44% hits | AID 485275, 2010;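 active = plate passing quality check with inhibition over a set limit, or well fluorescence over plate mean plus 4 SD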;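 also: Nile Red retained in pooled yeast measured as flow cytometry median fluorescence; 0% = buffer negative control and 100% = Enniatin B positive control; higher means more Nile Red kept so more efflux inhibition; some compounds called inactive have numbers as strong as hits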
PP5 inh: PP5 phosphatase inhibitors, primary screen, biochemical, fluorescence; purified PP5c, OMFP substrate fluorescence; inhibition, % at 6.7 µM; 320,000 compounds, 0.18% hits; AID 1987, 2009;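 active = inhibition above the campaign's mean inhibition across all tested compounds plus 3 SD, cut at about 9.5% in these data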;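 also: 0% = DMSO only and 100% = 100 µM cantharidin control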
HCV core dimer: inhibitors of HCV core protein dimerization, primary screen, biochemical, TR-FRET, high-throughput. TR-FRET GST/Flag-core106 dimerization, 1536-well. inhibition, % at 5 µM. 300,000 compounds, 0.33% hits. AID 1899, 2009;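 active = inhibition above the mean of all tested compounds plus 3 SD, set per screening campaign, cut at about 45% in these data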
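Material: Tagged HCV core106 pair (GST and Flag) | Amount: GST-core106 13.5 nM, Flag-core106 17 nM | Medium: KF-containing HEPES buffer, pH 7.45, DTT, CHAPS, BSA | Reagent: Eu donor and XL665 acceptor anti-tag antibodies | Schedule: 4 h at 22.5 °C | Technique: Time-resolved FRET, ex 340 nm, em 617 and 671 nm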
TPT1 inhibitor: Candida albicans TPT1 enzyme inhibitors, primary screen, biochemical, fluorescence polarization | recombinant caTPT1, FP RNA substrate dephosphorylation | inhibition, % at 5 µM | 300,000 compounds, 0.81% hits | AID 1962, 2009;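 active = inhibition above the mean of all tested compounds plus 3 SD, set per screening campaign, cut at about 24% in these data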;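 also: plate controls were DMSO alone for no effect and ferristatin control at 100 nM for full effect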
PREPL inhibitor: PREPL enzyme inhibitors, primary screen, biochemical, fluorescence polarization; 320,000 compounds, 0.68% hits; recombinant PREPL, fluorescence polarization activity-based probe; inhibition, % at 5.96 µM; Prolyl endopeptidase-like (Homo sapiens), Q4J6C6; in the data active = inhibition above about 43%;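 also: 0% = enzyme with DMSO and 100% = wells lacking enzyme; many of its hits are not listed in these tables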
Target sequence (Q4J6C6 whole entry, looked up): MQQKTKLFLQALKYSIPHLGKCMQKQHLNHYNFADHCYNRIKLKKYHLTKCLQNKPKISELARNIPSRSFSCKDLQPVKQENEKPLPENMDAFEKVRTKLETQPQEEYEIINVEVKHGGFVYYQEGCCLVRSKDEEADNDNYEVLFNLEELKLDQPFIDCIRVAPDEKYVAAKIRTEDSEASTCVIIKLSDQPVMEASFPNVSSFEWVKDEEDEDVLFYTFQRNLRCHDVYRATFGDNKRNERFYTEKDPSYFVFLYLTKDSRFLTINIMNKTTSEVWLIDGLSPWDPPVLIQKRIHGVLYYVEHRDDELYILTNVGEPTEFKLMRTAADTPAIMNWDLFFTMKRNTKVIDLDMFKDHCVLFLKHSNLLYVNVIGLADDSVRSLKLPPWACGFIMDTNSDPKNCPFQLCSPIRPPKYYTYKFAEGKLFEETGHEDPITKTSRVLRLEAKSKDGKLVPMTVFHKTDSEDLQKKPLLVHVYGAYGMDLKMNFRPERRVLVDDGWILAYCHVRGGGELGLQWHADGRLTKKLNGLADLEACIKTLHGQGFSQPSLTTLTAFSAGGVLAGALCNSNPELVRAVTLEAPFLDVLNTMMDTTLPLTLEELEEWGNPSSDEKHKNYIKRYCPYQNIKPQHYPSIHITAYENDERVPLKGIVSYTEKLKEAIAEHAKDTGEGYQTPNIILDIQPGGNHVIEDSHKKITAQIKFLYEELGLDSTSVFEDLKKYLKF
Fh CTSL1 inh: Fasciola hepatica cathepsin L1 inhibitors, primary screen, counter-screen for PFM18AAP inhibitor project, biochemical, QFRET, fluorogenic peptide substrate | recombinant F. hepatica cathepsin L1, Z-Leu-Arg-MCA fluorescence | inhibition, % at 5.96 µM | 300,000 compounds, 0.49% hits | AID 1906, 2009;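 active = inhibition above the mean of all tested compounds plus 3 SD, set per screening campaign, cut at about 17% in these data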;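 also: 0% = plate median of test compound wells and 100% = 1 µM Z-Phe-Ala-diazomethylketone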
PP1 inh: PP1-alpha phosphatase inhibitors, primary screen, counter-screen for PP5 inhibitor project, biochemical, fluorescence, OMFP substrate, single point. purified PP1alpha. inhibition, % at 6.7 µM. 320,000 compounds, 0.9% hits. AID 2235, 2010;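 active = inhibition above the mean inhibition of all tested compounds plus 3 SD, computed separately for each screening campaign, cut at about 15% in these data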
ZTA DNA inh: blocks Epstein-Barr virus ZTA, an EBNA-1 counter-screen; AID 2234; P03206; inhibition, % at 11 µM; 320,000 compounds, 0.15% hits; ZTA-DNA binding, fluorescence polarization; in the data active = inhibition above about 33%
Target sequence (P03206 whole entry, looked up): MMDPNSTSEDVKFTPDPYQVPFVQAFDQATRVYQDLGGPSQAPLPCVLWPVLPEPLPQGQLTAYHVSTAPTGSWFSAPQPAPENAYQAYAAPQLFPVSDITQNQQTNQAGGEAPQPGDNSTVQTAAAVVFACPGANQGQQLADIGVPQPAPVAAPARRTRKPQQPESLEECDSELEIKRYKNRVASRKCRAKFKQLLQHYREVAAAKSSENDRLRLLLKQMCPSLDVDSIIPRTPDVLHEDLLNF
Numbers without * were called inactive; x = not tested or not shown.

SMILES	EBNA-1 inh	Efflux pump mplx	PP5 inh	HCV core dimer	TPT1 inhibitor	PREPL inhibitor	Fh CTSL1 inh	PP1 inh	ZTA DNA inh
CCN1C(=NCC(C)C)N[C@@H](c2cccc(F)c2)C(C(=O)OC)=C1C	1.7	0.1	1.5	-20.6	-5.3	16.6	-2.9	-2.8	3.1
Cc1nn2c(-c3ccccc3)c(-c3ccccc3)nc2[nH]c1=O	8.1	0.1	1.6	14.9	-2.6	5.2	0.1	-1.2	-9.5
O=C(COC(=O)c1ccc(Cl)c([N+](=O)[O-])c1)NC1CCCC1	2.9	0.1	1.9	9.3	0.0	-3.3	-2.8	-4.8	4.0
COc1cccc(NC(=O)COC(=O)c2c(NC(C)=O)sc(C)c2C)c1	x	-0.1	1.1	x	x	-1.7	x	18.4*	1.4
Cc1ccc(NC(=O)c2cc(S(=O)(=O)N3CCCC3)cn2C)cc1	4.1	-0.1	-3.1	4.9	-1.4	-4.1	-2.1	-4.0	13.5
CC(C)OC(=O)CSc1nnc(CNc2nc(-c3ccccc3)cs2)n1C	4.9	-0.2	-1.4	7.6	0.3	5.5	-0.9	-1.0	-9.7
Cn1nc(C(F)(F)F)c(/C=N/OC(=O)c2ccccc2)c1SCc1ccccc1Cl	11.7	0.0	2.7	-2.1	-4.6	11.3	-4.5	0.4	-1.1
O=C(c1ccc(F)c(S(=O)(=O)N2CCOCC2)c1)N(CCc1ccccc1)Cc1ccccc1	-10.8	0.0	1.6	2.3	-8.5	24.8	0.9	-4.7	-6.9
CC(C)CC(=O)Nc1cc(NC(=O)CC(C)C)cc(C(=O)NC(C)(C)C)c1	4.6	0.2	1.9	-4.7	-4.4	-12.1	4.5	2.8	-20.2
O=C(N/N=C/c1ccc(-n2ccnc2)cc1)c1cccs1	7.0	0.0	-1.7	-4.7	-2.6	8.7	1.1	1.1	-3.3
NNC(=O)c1cccc(O)c1	-1.8	-0.1	0.7	2.6	-2.1	2.0	2.1	-3.0	-14.1
Cc1ccc(NC(=O)c2c(C)nc(Nc3nc4ccccc4o3)nc2C)cc1	6.6	0.3	3.1	-4.6	3.9	5.1	0.5	-1.7	-1.2
CC1(C)OC(=O)C(=CNCCc2ccc(O)cc2)C(=O)O1	7.5	-0.1	1.4	-5.2	5.5	2.8	-2.3	-5.4	-3.1
Cc1ccnc(SCC(=O)c2ccc(Br)s2)n1	-9.3	0.0	-2.9	-2.2	0.7	3.2	3.1	-1.0	12.3
COc1ccc(-n2c3nc4ccccc4nc3c3c(=N)oc(C)nc32)cc1	4.5	0.0	-0.5	1.7	0.7	5.1	-0.1	2.6	0.0
Cc1onc(-c2c(Cl)cccc2Cl)c1C(=O)NCc1cccs1	3.1	-0.3	-0.9	1.6	-0.6	2.2	1.2	-4.5	2.5
COC(=O)c1nn(C23CC4CC(CC(C4)C2)C3)c2c1C(=O)N(c1ccc(F)cc1)C2=O	7.7	0.1	0.6	2.6	-0.2	8.5	-0.8	-5.3	0.0
CC(=O)c1c(C)[nH]c(C(=O)CN2C(=O)NC(C)(c3ccc4c(c3)OCCO4)C2=O)c1C (centres undefined)	-1.4	-0.1	0.3	-0.3	-0.9	3.5	1.1	-3.2	-0.5
O=C(NCC1CCCC(CNC(=O)N2CCc3ccccc32)C1)N1CCc2ccccc21 (centres undefined)	0.8	0.1	1.5	4.8	-3.9	24.1	-0.1	1.0	-13.9
CCC1=C(C)CN(C(=O)NCCc2ccc(S(=O)(=O)NC(=O)NC3CCC(C)CC3)cc2)C1=O (centres undefined)	-0.1	0.0	-2.3	10.3	0.3	5.8	7.5	-1.2	3.7

Record cards, as listed above. Values in the order: EBNA-1 inh	Efflux pump mplx	PP5 inh	HCV core dimer	TPT1 inhibitor	PREPL inhibitor	Fh CTSL1 inh	PP1 inh	ZTA DNA inh
`Cc1ccnc(SCC(=O)c2ccc(Br)s2)n1` in the list: -9.3	0.0	-2.9	-2.2	0.7	3.2	3.1	-1.0	12.3
`Cn1nc(C(F)(F)F)c(/C=N/OC(=O)c2ccccc2)c1SCc1ccccc1Cl` in the list: 11.7	0.0	2.7	-2.1	-4.6	11.3	-4.5	0.4	-1.1
`O=C(NCC1CCCC(CNC(=O)N2CCc3ccccc32)C1)N1CCc2ccccc21` (centres undefined) in the list: 0.8	0.1	1.5	4.8	-3.9	24.1	-0.1	1.0	-13.9

The list continues.
SMILES	EBNA-1 inh	Efflux pump mplx	PP5 inh	HCV core dimer	TPT1 inhibitor	PREPL inhibitor	Fh CTSL1 inh	PP1 inh	ZTA DNA inh
CCOC(=O)C1CCN(C(=O)c2cc3c(ccc4ccccc43)o2)CC1	-8.9	0.1	2.6	5.1	-2.1	9.5	4.1	2.5	-8.0
CCN(Cc1ccccc1)Cc1nc(CCc2ccccc2)no1	8.0	-0.1	0.6	-4.1	1.9	5.5	-0.7	-3.6	-1.1
O=C(CNC(=S)N(Cc1ccccc1)Cc1cccnc1)NC1CCCC1	-5.3	0.5	1.9	-2.9	-1.0	-0.7	-3.0	-2.0	-6.0
CCCCCc1c2c(cc(O)c1C(=O)O)OC(=O)c1c(cc(OC)cc1C(=O)CCCC)O2	4.8	0.2	5.3	8.2	-2.0	-0.8	4.0	24.8*	11.4
Cn1c(=N)n(CC(=O)c2cccs2)c2ccccc21	-3.0	0.0	0.6	-0.5	-1.1	-15.9	7.9	-1.5	3.6
Cc1ccc2cc3cc(C(=O)NCCCN4CC(C)CC(C)C4)oc3nc2c1 (centres undefined)	-0.2	0.1	0.5	1.7	-3.4	-2.2	5.7	-0.6	0.6
O=C(Cc1ccc(Br)cc1)N/N=C/c1cccnc1	2.4	0.0	1.4	-16.7	-2.5	8.0	-0.6	-4.4	-16.4
CC(OC(=O)Cn1cnc2ccccc2c1=O)C(=O)N(C)c1ccccc1 (centres undefined)	-11.4	0.1	0.7	-1.1	4.3	-2.1	-0.2	3.8	-18.7
COCCNc1nc(-c2cc(-c3ccccc3)on2)cc(C(C)C)n1	11.7	-0.1	2.5	-12.7	-3.4	3.1	-2.6	-3.5	-14.4
CCOC(=O)CN1C(=O)N(c2ccccc2OC)S(=O)(=O)c2ccccc21	11.5	0.0	0.3	-9.2	-5.6	11.4	1.2	1.0	-8.5
Cc1ccc(S(=O)(=O)N2CCOCC2)cc1NS(=O)(=O)c1ccc(F)c(F)c1	x	-0.1	2.7	x	x	10.8	x	-3.2	7.0
CSc1ccc(S(=O)(=O)NCc2ccccc2)cc1	-7.7	-0.3	2.2	-2.9	-5.7	12.1	-0.8	-1.8	-18.6
Oc1ccccc1-n1nc2ccc3nonc3c2n1	-9.7	-0.1	1.2	-1.5	1.4	-24.8	-2.6	-1.3	-3.8
COc1cccc(NC(=O)c2nnn(Cc3ccc(Br)cc3F)c2N)c1	0.9	-0.4	4.9	-2.2	-1.1	-19.8	-0.2	-0.1	11.9
O=C(Nc1ccccc1C(F)(F)F)Nc1cccc2ccccc12	4.9	0.0	-0.3	1.6	-0.5	-0.5	5.2	2.6	1.2
O=C(Nc1cccc([N+](=O)[O-])c1)Nc1cccs1	-6.2	0.1	-0.7	-2.0	1.6	15.2	0.6	0.6	-0.7
COCCNC(=O)C(=O)Nc1cc2c3c(c1)C(C)C(=O)N3CCC2 (centres undefined)	-4.2	0.0	1.5	-18.4	-3.2	0.0	17.6*	-0.4	-3.9
O=C(c1ccccc1Br)N1CCc2c([nH]c3ccccc23)C1	8.0	0.1	-1.0	11.4	-1.2	18.4	0.0	1.2	1.6
O=C1c2ccccc2C(=O)N1CCCCON1C(=O)c2ccccc2C1=O	7.8	-0.1	-1.4	-1.5	-1.0	1.4	1.0	-0.5	10.8
CCCCn1c(SCc2nc(N)nc(Nc3ccccc3C)n2)nc2ccccc2c1=O	-17.9	0.3	0.5	12.1	6.1	3.0	-5.0	0.8	-10.7
COC(=O)c1ccccc1NC(=O)c1ccc(-c2ccc(Br)cc2)o1	-0.8	0.0	3.5	5.1	2.4	3.1	-3.9	1.5	12.4
CCN(CC)CCNC(=O)c1ccc(NC(=O)c2c(F)cccc2Cl)cc1	-12.1	0.0	-2.1	-0.4	3.4	-7.3	1.5	-3.4	-1.4
CCCOc1cccc(C(=O)N2CCN(C(=O)C3CCCO3)CC2)c1 (centres undefined)	0.6	0.0	2.3	-1.3	-4.1	16.0	2.0	-7.3	-5.1
CC(=O)NCCn1c(SCC(=O)NC2CCCCC2)nc2ccccc2c1=O	4.1	0.0	0.4	-1.4	-1.8	3.5	-0.1	-3.8	2.7
C/C(CC(=O)Nc1ccc(N(C)C)cc1)=N\NC(=O)c1ccc(Cl)cc1Cl	16.1	-0.1	-0.4	-0.2	0.9	4.9	-2.1	1.9	16.6
CCOC(=O)c1ccccc1NC(=O)COC(=O)c1ccccc1C(=O)N(C)c1ccccc1	4.9	-0.1	-0.8	4.1	-1.0	5.3	5.0	-0.8	3.9
C=C(C(=O)c1ccccc1)C(C)CC(=O)c1ccccc1 (centres undefined)	-2.1	3.2	2.1	5.0	-1.3	-9.8	-1.0	-1.0	8.3
O=C(Nc1cccnc1)OCc1ccccc1	4.2	0.2	4.0	-0.7	4.7	-9.3	-2.1	-3.2	8.0
CCn1c(C(C)NC(=O)c2cccc(C)c2)nc2ccccc21 (centres undefined)	-11.7	0.0	-0.7	-2.2	-1.8	-7.9	0.8	-3.4	-4.0
Cc1ccc(N=C2NC(=O)S/C2=C\c2ccco2)cc1	6.9	-0.1	0.7	-10.5	0.3	-4.2	-0.4	8.1	7.7
CCn1c(CNC(=O)COc2ccc(C(C)C)cc2)nnc1SCC(=O)Nc1cc(F)ccc1C	-4.5	0.1	0.0	6.8	-0.2	3.5	-1.3	0.2	13.8
CCN(CC)CCNC(=O)Cc1c(C(=O)O)n(CC)c2ccccc12	6.2	-0.1	0.1	-2.1	-1.1	6.8	-2.0	0.8	0.0
CCc1ccc(NC(=O)Cn2c(=O)c3cccn3c3ccccc32)cc1	9.6	0.3	-0.1	-13.4	0.8	6.6	5.5	22.0*	-4.8
O=C(NCCCN1CCOCC1)c1cccc(NC(=O)c2ccccc2)c1	7.2	-0.1	-1.0	4.1	-3.1	-14.2	-1.0	0.0	20.1
Cc1cc(OC(=O)CNC(=O)OC(C)(C)C)c2c(C)cc(=O)oc2c1	-3.3	0.1	0.5	3.0	-2.2	6.0	-2.0	-3.0	-11.8
CCc1nonc1NC(=O)c1oc2cc(C)c(Cl)cc2c1C	1.6	0.0	3.7	2.0	-2.5	3.4	-2.8	-0.3	-8.0
COc1ccc(OCC(=O)Nc2ccccc2C(=O)N2CCCC2)cc1	3.8	0.1	1.3	-4.2	-6.7	-2.7	0.8	0.3	6.0
Cc1c(NC(=O)CN2C(=O)C(=O)c3ccccc32)c(=O)n(-c2ccccc2)n1C	-2.0	0.2	-1.2	-2.1	1.8	16.9	-2.4	-2.7	5.9
O=C1/C(=C/c2ccco2)Oc2c1ccc(O)c2CN1CCCCC1	9.7	3.1*	0.8	6.4	-19.5	-0.9	-4.1	1.4	21.2
Nc1c2c(nc3ccn(-c4ccccc4)c(=O)c13)CCCCC2	-3.4	-0.1	0.7	-3.6	-0.2	4.0	-3.0	-4.7	8.3
COc1cc(SC)ccc1C(=O)Nc1ncc(C)s1	-5.4	0.3	3.6	-9.2	0.4	11.3	1.1	1.0	-4.4

Bioassay records: PubChem BioAssay, several laboratories

These rows are one share of the data; rates above refer to the full screens.
